# Compound activity: PubChem, National Center for Advancing Translational Sciences (NCATS)
# HepG2 tox: counter-screen for TGF-b inhibitors: cytotoxicity in HepG2 cells; HepG2 CAGA-GFP viability, ATP luminescence, 18 h; Potency, µM (top dose mostly 46.1 µM), for inactives: at the top dose activity change, negative = cytotoxicity, usual class: cytotoxic; actives 0.76% (n = 410,000); note: potency is the fitted concentration of half-maximal effect; some results filed as inactive show a strong effect at the top dose
#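 CellTiter-Glo luminescence gave cytotoxicity after 18 hours at 37 degrees C. The cells were HepG2 CAGA-GFP in 1% FBS DMEM, stimulated with 500 pg/mL TGF-beta after compound addition. %Activity was normalised to no-cell wells (complete cell-killing) and DMSO (no toxicity), and curves were fitted and classified.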
# MmCpn inh: M. maripaludis TRiC chaperonin inhibition; purified Mm-Cpn ATPase, ADP Transcreener TR-FRET; AID 504842; actives 0.031% (n = 330,000); Potency, µM (titrated, usually from 76.9 µM), for the others: at the top dose activity, negative = inhibition, hits mostly inhibitors; note: potency is the fitted concentration of half-maximal effect; % is set by controls: 0 for no effect and ±100 for the full control effect; nearly all actives have a fitted effect of over 80% in size
#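 Purified archaeal Mm-CPN (25nM final) preincubated 10 min at 37degC with compound, then 10uM ATP for 30 min at 37degC; ADP measured by HTRF Transcreener TR-FRET; buffer 30 mM TRIS pH 7.4, 100mM KCl, 5mM MgCl2, 1mM DTT.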
# TGFb inhibitor: TGF-b pathway inhibition; Potency, µM (doses to about 46.1 µM), without a hit: at the top dose activity, negative = inhibition, hits mostly inhibitors; actives 1.2% (n = 410,000); HepG2 CAGA-GFP TGF-b/SMAD3 reporter, GFP fluorescence, 18 h; TGF-beta stimulated, 500 pg/mL final; note: potency is the fitted concentration of half-maximal effect; % is set by controls: 0 for no effect and ±100 for the full control effect; nearly all actives have a fitted effect of over 65% in size
#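 HEPG2 CAGA-GFP reporter cells (1000/well, DMEM with 1% FBS) received compounds, then recombinant TGF-beta at 500 pg/mL final for 18 hours at 37 degrees C. Per-cell GFP summed per well was normalised to unstimulated and stimulated DMSO controls before curve fitting.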
# Nrf2 ARE act: Nrf2 pathway activation; AREc32 ARE-luciferase reporter (MCF7-derived line), luminescence, 24 h; Potency, µM (top dose mostly 46.1 µM), for inactives: at the top dose activation, most hits filed as activators; actives 0.31% (n = 410,000); AID 624171; note: potency is the fitted concentration of half-maximal effect; % of control where 0% means no effect; nearly all actives have a fitted effect of over 65% in size
#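 AREc32_Fluc, 1000 cells/well, OPTI-MEM + 5% FBS, o/n 37 deg C 5% CO2; 23 nL cpd by pin tool, 24 hr; Steady-Glo 30 min RT, luminescence.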
# A549 viability: counter-screen for Nrf2 inhibitors: cytotoxicity in A549 cells; A549 ARE-Fluc cells, CellTiter-Fluor viability, 18-24 h; actives 0.16% (n = 390,000); Potency, µM (highest dose often 46 µM), for the others: at the highest dose activity change, negative = cytotoxicity, most hits filed as inhibitors; note: potency is the fitted concentration of half-maximal effect; % is set by controls: 0 for no effect and ±100 for the full control effect
#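 A549 ARE_Fluc cells in 5% FBS OPTI-MEM were exposed to compounds in concentration-response for 18-24 h at 37 deg C. Viability was read by CellTiter-Fluor fluorescence (Ex 405/Em 525) after 30 min, before the luciferase read.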
# S2 tox: reduces viability in counter-screen for ATXN expression inhibitors; S2 cells (HEK-293 line with an ATXN2-luciferase reporter) viability, CellTiter-Fluor protease fluorescence, 24 h; Potency, µM (top dose mostly 56.7 µM), hits mostly cytotoxic; actives 0.49% (n = 400,000); AID 651635; note: potency is the fitted concentration of half-maximal effect; nearly all actives have a fitted effect of over 40% in size
# Nrf2 block: Nrf2 pathway inhibition; A549 ARE-Fluc reporter, luciferase luminescence, 18-24 h; Potency, µM (doses to about 46 µM), for inactives: top-dose activity change, negative = inhibition, hits mostly inhibitors; actives 2.1% (n = 360,000); note: potency is the fitted concentration of half-maximal effect; % is set by controls: 0 for no effect and ±100 for the full control effect; nearly all actives have a fitted effect of over 60% in size
#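 Two sequential reads on A549 ARE_Fluc cells exposed to compound for 18-24 h: a CellTiter-Fluor fluorescence read for viability, then a luciferase luminescence read for Nrf2/ARE activity.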
# pAkt inh: inhibitors of Akt phosphorylation | AID 651550 | actives 0.32% (n = 360,000) | activity change, % for hits at 50 µM | Neuro2A IGF-stimulated pAkt S473 HTRF, 20 min; hits give low values; in the data active = activity change below about -80%; inconclusive = mostly about -51% to -80%; note: % is set by controls: 0 for no effect and ±100 for the full control effect
#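 Neuro2A cells (4,500/well, DMEM with 0.5% FBS) were treated with compound at a single 50 µM final concentration, stimulated with 6 nM IGF for 20 min at 37 °C, and lysed. Phospho-Akt Ser473 was read by HTRF as 665/615 ratio ×10^4.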
# CCT chaperon mod: changes cytosolic chaperonin activity | actives 0.3% (n = 360,000) | purified chaperonin ATPase assay, HTRF ADP detection, 30 min | activity change, % (concentration not given with the values), hits read low | AID 651819; in the data active = activity change below about -30%; note: % is set by controls: 0 for no effect and ±100 for the full control effect
#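 Enzyme 40 or 20 nM (batch-dependent) in Tris pH 7.4/KCl/MgCl2/DTT; cpd 76 uM single point; ATP 10 uM; 30 min 37 °C; Transcreener ADP HTRF detection, 30 min RT; ratio 665/615.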
# Numbers without * were called inactive; i = inactive; u = inconclusive; x = no result given; [ ] = dose if it differs, or a comment. Unless noted, calls come from the whole dose curve; as a rule, active = well fitted curve in the direction sought with a large enough effect; inconclusive = small, poorly fitted or top-dose-only effect, or another doubt; inactive = no such curve, though single readings can be large; an effect the other way counts as inactive or inconclusive.
# Results follow in this order: A549 viability	Nrf2 block	Nrf2 ARE act	S2 tox	MmCpn inh	TGFb inhibitor	HepG2 tox	CCT chaperon mod	pAkt inh
Cc1onc(-c2ccccc2)c1C(=O)NC(C)C1CCCO1 (stereo unspecified)
→ 0%	2%	-0.2%	i	0%	8%	9%	-1.4	i
CC12CC3(C)CC(C)(C1)CC(C(N)=O)(C2)C3
→ 7%	13%	-0.6%	i	-1%	16%	0%	0.1	i
COc1cccc(-c2csc3nnc(SCC(=O)c4ccc(NC(C)=O)cc4)n23)c1
→ -1%	8%	0.3%	i	0%	-2%	3%	-0.2	i
Cc1ccc(C(=O)N2CCN(c3ccc([N+](=O)[O-])cc3-n3cccc3)CC2)cc1
→ -19%	u	2.3%	i	-6%	-6%	-1%	-2.9	i
C=CCN1C(=O)CN=C1Nc1cc(C)cc(C)c1
→ -1%	1%	0.5%	i	-1%	1%	-3%	-0.9	i
O=C(c1ccc(F)cc1)c1ccc(N2CCCCC2)cc1
→ -2%	u	0.0%	i	-6%	2%	-24%	-2.3	i
Cc1ccc(OCC(=O)Nc2ccc(Cl)c(-c3nc4ncccc4o3)c2)c(C)c1
→ -3%	x	0.8%	x	x	u	-19%	x	x
COc1ccc(/C=C2\SC(=S)N(CCCC(=O)NC3CCCC3)C2=O)cc1OC
→ -9%	-7%	-0.7%	i	x	11%	-11%	1.5	i
CCOC(=O)Nc1nc(-c2ccc(F)cc2F)cs1
→ 3%	26%	6.2%	i	2%	-16%	-36%	-1.6	i
O=C(CCc1nc(-c2ccccn2)no1)NCc1ccc2c(c1)OCO2
→ -2%	8%	-0.6%	i	2%	-6%	-3%	0.1	i
Cc1cc(C)cc(CC(=O)N2CCC2(C)C(=O)NS(=O)(=O)c2ccc(Cl)s2)c1 (stereo unspecified)
→ x	x	-0.3%	i	x	1%	15%	-1.8	i
Cc1ccn2cc(CNS(=O)(=O)c3ccc4ccccc4c3)nc2c1
→ 11%	11%	0.2%	i	-2%	-13%	0%	0.6	i
COc1ccccc1NC(=O)Nc1ccc(N2CCOCC2)cc1
→ 4%	u	1.9%	i	-5%	-2%	-16%	-3.3	i
Nc1cc(Nc2ccc(Br)cc2)nc(N)n1
→ 1%	u	8.5%	i	-3%	-6%	2%	0.8	i
CN1CCN(C(=O)c2ccccc2NC(=O)c2ccccc2Br)CC1
→ -2%	-3%	-0.5%	i	2%	4%	17%	0.1	i
O=C(CCc1nnc(CCCc2ccccc2)o1)NCCc1ccccc1
→ 1%	15%	2.2%	i	-4%	-29%	5%	-2.6	i
C[C@@H]1CN([C@H](C)CO)C(=O)CCCn2nncc2CO[C@H]1CN(C)Cc1cccnc1
→ x	x	-0.3%	i	x	9%	-6%	-1.9	i
COc1ccc(C(=O)Nc2ccc3c(c2)nc(CN2CCCC2)n3C)cc1
→ -7%	6%	0.4%	i	2%	-12%	-9%	-0.8	i
Cc1ccc(-n2nnnc2SCC(=O)NCC2(N3CCOCC3)CCCCC2)cc1
→ 0%	u	-0.1%	i	1%	14%	-7%	5.4	i
O=C(CSc1nnnn1C1CCCC1)Nc1ccccc1F
→ 1%	16%	-0.8%	i	u	-16%	-6%	2.2	i
CC(C)OP(=O)(OC(C)C)C(Nc1ccccc1)c1ccccc1C(F)(F)F (stereo unspecified)
→ 1%	1%	-0.2%	i	2%	-23%	-1%	1.4	i
COc1ccc(OC)c(NC(=S)N(CCc2c(C)[nH]c3ccccc23)Cc2cccs2)c1
→ -13%	-14%	2.3%	i	-24%	7%	-3%	-0.4	i
Cc1ccc(N(C)C(=O)n2cnc3ccccc32)cc1
→ 6%	-28%	-0.7%	i	1%	3%	8%	-2.0	i
COc1cc(CNC(=O)c2cc3n(n2)CCCN(Cc2cccc(F)c2)C3=O)cc(OC)c1OC
→ 1%	x	4.8%	i	x	u	-22%	x	x
COc1ccccc1-c1sc2cc3c(cc2c1C#Cc1cncn1C)OCO3
→ 0%	-5%	1.8%	u	u	u	-63%	0.7	i
CCCCOC(=O)C(C#N)c1nc2ccccc2nc1N1CCN(Cc2ccc3c(c2)OCO3)CC1 (stereo unspecified)
→ 0%	x	-0.3%	i	-1%	4%	-7%	1.0	i
Clc1ccc(CN2CCC(CNc3ncnc4onc(-c5ccc(Cl)cc5)c34)CC2)cc1
→ -17%	u	2.9%	u	x	u	-20%	x	x
O=C(CCn1nnc2ccccc21)N1CCN(c2ccccc2)CC1
→ 0%	u	2.8%	u	-1%	5%	-18%	-0.6	i
CN1CCN(c2ccc(NC(=O)COc3cccc4ccccc34)cc2)CC1
→ 1%	-4%	0.4%	i	-3%	-25%	-38%	-0.9	i
Cc1noc(-c2ccccc2)c1NC(=O)Nc1ccc(Cl)cc1
→ -15%	u	-0.5%	i	0%	u	-17%	-1.6	i
O=C(CCn1cnc2ccccc21)N/N=C/C=C/c1ccccc1
→ -1%	4%	2.3%	i	-2%	1%	-17%	-1.7	i
S=c1[nH]nc(C2CCCCC2)n1/N=C/c1ccco1
→ -7%	-1%	0.3%	u	1%	3%	-1%	-1.5	i
CCN(CC)c1ccc2cc(-c3nc(-c4ccccc4)no3)c(=O)oc2c1
→ 21%	x	-0.7%	i	x	123%[activator]	10%	x	x
Cc1ccc2c(Cl)cc(Cl)c(OCC(=O)N3CCCC3)c2n1
→ 3%	13%	-0.5%	i	1%	6%	3%	-7.5	i
O=C(NNCc1ccccc1)c1ccccc1
→ 0%	u	-1.6%	i	x	9%	2%	-0.1	i
CCc1cnc2c(c1SCC(=O)c1ccc(OC)cc1)c(=O)n(C)c(=O)n2C
→ -1%	x	0.8%	u	x	u	-20%	x	x
Oc1ccc(N=Nc2ccccc2)o1
→ -12%	u	22%	u	-4%	u	13µM*	-0.9	i
COC(=O)c1ccc(NC(=O)Cn2nnc3ccccc32)cc1
→ 4%	x	2.6%	i	4%	3%	1%	-0.1	i
NS(=O)(=O)c1ccc(NC(=O)c2cc(-c3cc(Cl)ccc3O)n[nH]2)cc1
→ 3%	-2%	3.6%	i	2%	9%	-20%	-4.3	i
CCN(CC(=O)Nc1ccc(OC)cc1)C(=O)Cc1ccc(OC)c(S(=O)(=O)N2CCOCC2)c1
→ -2%	9%	-0.8%	u	2%	15%	-2%	1.0	i

# Structures shown so far that contain a furan ring, fused or not (two):
# Results follow in this order: A549 viability	Nrf2 block	Nrf2 ARE act	S2 tox	MmCpn inh	TGFb inhibitor	HepG2 tox	CCT chaperon mod	pAkt inh
S=c1[nH]nc(C2CCCCC2)n1/N=C/c1ccco1
→ -7%	-1%	0.3%	u	1%	3%	-1%	-1.5	i
Oc1ccc(N=Nc2ccccc2)o1
→ -12%	u	22%	u	-4%	u	13µM*	-0.9	i

# Continuation:
# Results follow in this order: A549 viability	Nrf2 block	Nrf2 ARE act	S2 tox	MmCpn inh	TGFb inhibitor	HepG2 tox	CCT chaperon mod	pAkt inh
COCCn1c(C)cc2c(c1=O)C(c1ccccc1F)C(C#N)=C(N)O2 (stereo unspecified)
→ -1%	2%	0.8%	i	0%	-3%	6%	1.5	i
CN(C(=O)COC(=O)c1ccc2c(c1)OCCO2)C1CCCCC1
→ -2%	9%	0.5%	u	1%	17%	57%	-1.4	i
COc1ccc(C(=O)NCC(c2ccco2)N2CCc3ccccc32)cc1OC (stereo unspecified)
→ -1%	-17%	-0.4%	i	-2%	-6%	-42%	0.5	i
CCN(C(=O)COc1ccc(C)cc1OC)c1cccc2ccccc12
→ -7%	-30%	0.3%	u	1%	u	-6%	-0.3	i
COc1ccc(-c2nc(CSCC(=O)N3CCN(c4ccccc4)CC3)c(C)o2)cc1
→ u	2.6µM*	-0.6%	u	x	u	-28%	x	x
CC(=O)Nc1cccc(OCC(O)Cn2c(C)nc3ccccc32)c1 (stereo unspecified)
→ 26%	u	-0.5%	i	3%	10%	-14%	-1.7	i
O=C1NC[C@H](Cc2ccccc2)N(C[C@@H]2CCCN2C[C@H](Cc2ccccc2)N2C[C@H](Cc3ccccc3)N(CCc3ccccc3)C(=O)C2=O)C1=O
→ x	x	-2.1%	u	x	u	-4%	-0.7	i
COc1ccc(Cl)cc1C(=O)NNC(=O)c1cccs1
→ -5%	u	19%	i	1%	0%	-5%	-1.9	i
CC(C)CN1C(=O)C(=Nc2cccnc2)c2ccccc21
→ -3%	0%	4.4%	u	2%	0%	-5%	-1.3	i
Cc1cc(C(=O)Nc2ccc(Cl)c(S(=O)(=O)N3CCOCC3)c2)c2ccccc2n1
→ 0%	u	-0.1%	x	-4%	-10%	-6%	-1.8	i
CC1CC(NC(=O)N(C)C)N(C)C(=O)N1 (stereo unspecified)
→ 3%	-12%	-0.1%	i	2%	-29%	-4%	-3.7	i
CCOCCn1c(=NC(=O)CSCC(=O)N2CCOCC2)sc2cc(OC)ccc21
→ 6%	-25%	0.0%	i	0%	0%	-5%	-0.9	i
COc1ccc(OC)c(CNC(=O)CCCc2cn(C)c3ccccc23)c1
→ -3%	7%	-0.2%	i	2%	-2%	8%	-1.5	i
Cc1ccccc1N1CC(=O)N(c2ccccc2C)CC1=O
→ -8%	2%	-0.5%	i	-1%	11%	-5%	-2.0	i
CC1CN(c2sc(S(C)(=O)=O)nc2S(=O)(=O)c2ccc(Cl)cc2)CC(C)O1 (stereo unspecified)
→ -11%	-22%	u	i	-1%	17%	-5%	0.2	i
c1ccc(-c2noc(-c3ccc4ccccc4c3)n2)nc1
→ -11%	u	-2.6%	i	-2%	0%	-57%	-0.4	i
COc1ccc(C(=O)/C=C/Nc2ccc(S(=O)(=O)Nc3onc(C)c3C)cc2)cc1
→ -19%	-19%	-0.5%[9.22 µM]	i	0%	0%	-9%	-3.1	i
